Screening results from PubChem BioAssay.
14-3-3 PPI – alters human 14-3-3 gamma binding to Raf peptide. P61981. FP, 14-3-3gamma / TMR-pS259-Raf peptide binding. inhibition, % at 40 µM. 0.19% of 160,000 active. AID 422; in the data active = inhibition above about 30%;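 note: 0% = protein plus tracer without compound and 100% = blank with tracer alone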
Target sequence (P61981 whole entry, looked up): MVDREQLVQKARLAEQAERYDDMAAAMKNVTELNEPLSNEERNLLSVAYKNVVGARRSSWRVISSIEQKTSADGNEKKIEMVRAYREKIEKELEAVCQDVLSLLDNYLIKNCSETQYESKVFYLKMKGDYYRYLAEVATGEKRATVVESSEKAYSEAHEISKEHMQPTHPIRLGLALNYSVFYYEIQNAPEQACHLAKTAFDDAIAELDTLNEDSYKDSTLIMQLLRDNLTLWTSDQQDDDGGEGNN
The depositor's hits bear a star; & = joins results of further samples.

mol,14-3-3 PPI
Cc1cc(=O)c2ccccc2s1,-3.8
CCOC(=O)CN1C(=O)C(O)=C(C(C)=O)C1c1ccc([N+](=O)[O-])cc1 (centres undefined),-2.4
Cc1cccc(NC(=O)C2c3ccccc3C(=O)N3CCc4ccccc4C23)n1 (centres undefined),-0.8
CCS(=O)(=O)c1ccc(O)c(NC(=O)COc2ccc(OC)cc2)c1,-16.2
O=C(CSc1ncc(-c2ccc(F)cc2)[nH]1)NCc1ccco1,-10.6
CC1(C)CC(=O)C2=C(C1)Nc1ccccc1NC2c1cccc(O)c1O (centres undefined),-5.9
COc1cc2c(cc1OC)C(COc1ccc3c(C)cc(=O)oc3c1)N(C(=O)c1ccc3c(c1)OCO3)CC2 (centres undefined),-9.0
COc1ccc(OC)c(NC(=O)c2sc3ncn(CC(=O)N4CCCCC4)c(=O)c3c2C)c1,-14.1
Cc1nn2c(N)c(-c3ccccc3)cnc2c1-c1ccccc1,-13.4
Cc1ccc(NC(=O)CSc2nc3ccccc3c(=O)n2CCC(=O)N2CCCCC2)cc1,0.0
CCc1nnc(NC(=O)C2CCCN2S(=O)(=O)c2ccc(C)cc2)s1 (centres undefined),-4.0
CCCCn1c(=NC(=O)c2cc(C)cc(C)c2)c(C(=O)OCC)cc2c(=O)n3ccccc3nc21,-6.2
Cc1ccc(OCc2nnc(SCC(=O)Nc3cc(C)on3)n2C)cc1,-0.6
COc1cc(CNCc2ccccc2)cc(Cl)c1OCc1cccs1,-2.6
COC(=O)C1=CN(C(C)C)C=C(C(=O)OC)C1c1cccc(Cl)c1,-2.5
COc1cccc(C(=O)Nc2ccc3nc(N4CCN(C)CC4)cc(C)c3c2)c1,-15.8
COc1ccc(C(=O)CSc2ncn[nH]2)cc1OC,2.1&-2.3
COc1ccc(C2N(c3cc(Cl)ccc3OC)C(=O)C3CCCN32)c(OC)c1 (centres undefined),-4.8
CC(C)Cc1nc(SCC(=O)NCc2ccccc2)n[nH]1,7.2
CC(=O)N1CCc2cc(S(=O)(=O)NC(CC(C)C)C(=O)N3CCN(c4ccccc4F)CC3)ccc21 (centres undefined),-5.4
O=C(Sc1nnnn1C1CCCCC1)c1cccs1,-2.6
COC(=O)c1cn(C(=O)c2ccc(OC)c(OC)c2)c2ccccc12,4.8
O=C(OCCN1C(=O)c2ccccc2C1=O)c1cccc(OC(F)F)c1,-3.3
CC1(C)CC(=O)c2sc(NC(=O)Cc3ccc(F)cc3)nc2C1,-93.8
O=[N+]([O-])c1ccc(COc2ccc(C=Nc3ccc(S(=O)(=O)Nc4ccccn4)cc3)cc2)cc1,-17.4
COc1ccc(-c2ccc(=O)n(CC(=O)Nc3cccc(O)c3)n2)cc1OC,-11.5
CCc1c(C)sc(NC(=O)C2c3ccccc3Oc3ccccc32)c1C(=O)OC,-23.7
COc1ccc(CNC(=O)C2(O)c3cc(Br)ccc3NC(=O)N2c2ccc(Cl)cc2)cc1 (centres undefined),-3.9
CCOC(=O)C1C(=O)C=C(c2ccc(F)cc2)CC1c1cccs1 (centres undefined),-7.4
O=C(O)c1ccc(NC2=C(N3CCOCC3)C(=O)c3ccccc3C2=O)cc1,55.8*

4 of the compounds above, field by field.
molecule: CCc1c(C)sc(NC(=O)C2c3ccccc3Oc3ccccc32)c1C(=O)OC
  14-3-3 PPI: -23.7

molecule: COc1ccc(CNC(=O)C2(O)c3cc(Br)ccc3NC(=O)N2c2ccc(Cl)cc2)cc1 (centres undefined)
  14-3-3 PPI: -3.9

molecule: CCOC(=O)C1C(=O)C=C(c2ccc(F)cc2)CC1c1cccs1 (centres undefined)
  14-3-3 PPI: -7.4

molecule: O=C(O)c1ccc(NC2=C(N3CCOCC3)C(=O)c3ccccc3C2=O)cc1
  14-3-3 PPI: 55.8*

(list continues)
mol,14-3-3 PPI
COCCn1nnnc1CN1CCOCC1,-1.1
Cc1cccc(C(CC(=O)N2CCCC2)c2ccccc2)c1O (centres undefined),-4.6
CC1(C)CC(=O)C(C(C2=C(O)CC(C)(C)CC2=O)c2cccc(OCc3ccccc3)c2)C(=O)C1 (centres undefined),-6.2
CCOC(=O)c1c(-c2ccccc2)csc1NC(=O)COc1ccccc1,1.8
OCCNCC(O)Cn1ccc2ccccc21 (centres undefined),1.3
CN(C)c1ccc(CN2CCCC(O)C2)cc1 (centres undefined),-5.0
CC1CCCN(S(=O)(=O)c2ccc3[nH]c(=O)cc(C(=O)NCCc4ccc(Cl)cc4)c3c2)C1 (centres undefined),-2.4
CCOC(=O)N1CC=C2C(C#N)=C(N)C(C#N)(C#N)[C@H](c3cccs3)[C@H]2C1,-30.1
CCCCN(C)C(=O)c1ccc(Sc2ccc(Cl)cc2)c(NC(C)=O)c1,-2.4
CCOC(=O)c1sc(N)c(C(=O)Nc2ccc(C)c(C)c2)c1C,-31.3
O=C(c1ccccc1)N1CCN(C(=O)c2cccs2)CC1,4.5
Cn1c(=O)c2c(nc(NCc3ccco3)n2Cc2ccc(F)cc2)n(C)c1=O,-13.8
CCOC(=O)C1CCCN(C(=O)c2cc(Nc3ccc(OC)c(OC)c3)nc3ccccc23)C1 (centres undefined),-0.4
Cc1ccc2oc(=O)c3cnn(CC(=O)N4CCCCC4C)c3c2c1 (centres undefined),6.8
O=C1CCCc2[nH]nc(-c3ccc(F)cc3)c21,-1.5
Cc1cc(C)cc(C(=O)Nc2c3c(nn2C(C)(C)C)CS(=O)(=O)C3)c1,0.4
Cc1cc(=O)n2nc(N3CCCC(C(=O)NCCc4ccccc4)C3)sc2n1 (centres undefined),-6.8
CCc1ccc(C2=NN(C(=O)CCCC(=O)O)C(c3ccc(Cl)cc3)C2)cc1 (centres undefined),-14.9
COc1ccc(-n2ccnc2SCC(=O)Nc2c(C)cc(C)cc2C)cc1,-1.6
O=C(O)C1CSC(c2ccncc2)=N1 (centres undefined),-4.8
O=c1c2ccccc2nnn1Cc1ccccn1,-8.8
CCOC(=O)N1CCN(C(=O)CSc2nc3c(cnn3-c3ccc(C)cc3)c(=O)[nH]2)CC1,-1.0
O=C(CCC(=O)N1CCCC1)Nc1nnc(C(F)(F)F)s1,-4.4
CC(=O)N1CCN(CCN=CC2=C(O)CC(c3ccc(Cl)cc3)CC2=O)CC1 (centres undefined),-1.6
COc1ccc(OC)c(C2NC(=S)NC(C)=C2C(=O)Nc2ccc(Cl)cc2)c1 (centres undefined),-4.6
CSc1nc(-c2ccco2)nn1C(=O)c1cccs1,-1.3
CCOC(=O)CC(=O)CSc1nc2c(cc1C#N)CCCCC2,-7.5
CCc1nc2ccccc2n1CC(O)COc1c(C)cc(C)cc1C (centres undefined),-11.3
CCc1ccc(CC)c(S(=O)(=O)Nc2ccc(O)c(C(=O)O)c2)c1,0.3&-3.1
COc1nnc(-c2ccc(N3CCOCC3)c(NC(=O)c3ccco3)c2)c2ccccc12,-9.4
O=c1c2[nH]c3ccc(F)cc3c2ncn1CCCn1ccnc1,-6.9
O=C(O)c1ccccc1C(=O)Nc1nc(-c2cccs2)cs1,-14.1
COc1cccc(NC(=O)c2cccnc2)c1,4.2
COC(=O)c1cccc(S(=O)(=O)N2CCC(n3nnc4cc(F)ccc43)CC2)c1,-9.6
CCCCn1c(CN2CCN(C(=O)c3ccco3)CC2)nc2c1c(=O)n(C)c(=O)n2C,-6.8
CC(=O)Oc1cc(OC(C)=O)c2c(=O)c(-c3ccc4c(c3)OCCO4)c(C)oc2c1,-8.0
COC(=O)c1ccccc1NC(=O)CCCn1nc([N+](=O)[O-])c(Cl)c1C,-3.9
O=C(NC(Cc1ccc(F)cc1)C(=O)O)c1ccccc1 (centres undefined),-11.3
C=CCNC(=O)c1ccc(Cl)cc1Cl,-8.0
CN(CCCC(=O)Nc1nccs1)S(=O)(=O)c1ccc(Cl)cc1,-0.3
CCC(C)NC(=O)CSc1nc2ccccc2c(=O)n1CCCC(=O)NCC1CCCO1 (centres undefined),-1.5
COc1ccc(Nc2ncnc3c2cnn3-c2ccc(C)cc2C)cc1,-5.8
COc1ccc(-n2nnnc2SCCC#N)cc1,3.4
COc1ccc(-c2nc3n(c2C)Cc2ccccc2-3)cc1,-13.7
COC(=O)c1ccc(Oc2nc(C)cc(N)n2)cc1,-1.1
CC(C)NC(=O)C(=O)NC1CC(C)(C)NC(C)(C)C1,1.0
O=C1C(=O)N(CCc2ccc(O)cc2)C(c2ccc(Cl)cc2)/C1=C(\O)c1ccccc1 (centres undefined),0.3
CSc1nc(N2CCOCC2)c2c3c(sc2n1)CCC3,-5.3
CN1CCN(Cc2c(NC(=O)c3ccccc3)sc3c2CCCC3)CC1,-2.3
CC(C)NC(=O)NC1(C)CCS(=O)(=O)C1 (centres undefined),4.3
Nc1nc(CSCCO)nc(Nc2ccc(F)cc2)n1,-4.8
C=CCSc1ncccc1C(=O)NCc1ccco1,-10.2
CN1CCN(C(=O)c2ccccc2-c2ccccc2C(=O)O)CC1,-1.4
Nc1cc(S(=O)(=O)c2ccc(O)c(N)c2)ccc1O,-4.2
Cc1ccc(CCNC(=O)CCn2nc(-c3ccc(Cl)cc3)ccc2=O)cc1,-4.2
CCCCSCc1[nH]c(=O)[nH]c1C(=O)CCCCC(=O)OCC,-4.7
COCc1nnc(SCC(=O)NC(C)c2ccccc2)n1-c1ccccc1 (centres undefined),0.8
COc1ccc(Nc2c(-c3ccc(O)cc3)nc3cnccn23)cc1,-13.2
COc1cc(C(=S)N2CCOCC2)ccc1OC(=O)c1cc(OC)c(OC)c(OC)c1,1.3
Cc1cc(-c2nnc3sc(-c4ccc(Cl)cc4Cl)nn23)n[nH]1,0.4

Following part:
mol,14-3-3 PPI
O=C(CCC(=O)Nc1nc(-c2cc3ccccc3oc2=O)cs1)NCc1ccccc1,-2.8
CC(C)CCn1c(CN2CCN(C(=O)c3ccco3)CC2)nc2c1c(=O)n(C)c(=O)n2C,-3.9
O=C(NCCC1=CCCCC1)c1ccc2c(=O)n(Cc3ccc4c(c3)OCO4)c(=O)[nH]c2c1,-3.6
CCOC(=O)C1CCN(C(=O)NC23CC4CC(CC(C4)C2)C3)CC1,0.5
O=C(O)c1ccccc1NCN1C(=O)C2CC=C(Cl)CC2C1=O (centres undefined),-2.5
CCN(CC)CCCC(C)Nc1ccnc2ccc(-c3ccccc3)cc12 (centres undefined),-13.4
O=C(NC1CCCCC1)C(Cc1ccccc1)NS(=O)(=O)c1cccs1 (centres undefined),-3.0
Cc1cc2c(cc1C)NC(CC(=O)Nc1ccccc1C)C(=O)N2 (centres undefined),5.5
Cc1ccc(N2CC(C(=O)Nc3nnc(C)s3)CC2=O)cc1 (centres undefined),-4.0
Cc1ccc(N2C(=O)c3n[nH]c(C)c3C2c2cccnc2)cc1 (centres undefined),5.2
C/C(Cl)=C\Cn1c(Nc2ccccc2)nc2c1c(=O)n(C)c(=O)n2C,-6.6
CC1(C)Cc2cccc(OCC(=O)Nc3ccccc3N3CCOCC3)c2O1,-5.8
COCCN(Cc1cc2cccc(C)c2n2nnnc12)C(=O)C(F)(F)F,-5.0
Cn1c(=O)c(C(=O)Nc2ncccn2)c(O)c2ccccc21,-18.4
COc1ccc(S(=O)(=O)Nc2ccc(OC)cc2OC)cc1,-6.2
O=C(CCN1C(=O)c2ccccc2C1=O)N1CCN(C(c2ccccc2)c2ccccc2)CC1,-3.5
COc1ccc2c(c1)sc(=NC(=O)CSCC(=O)N1CCc3ccccc31)n2C,-359.7
CCN(CCN(C)C)C(=O)Cn1ncc2c1-c1cc(C)ccc1OC2,-1.1
CCOC(=O)c1cc(S(=O)(=O)NC2CCN(C(=O)OCC)CC2)cn1C,-11.9
Cc1ccc(O)c(Sc2cc(C)ccc2O)c1,-0.1
COc1ccccc1N1CCN(C(=O)CCCC2=NS(=O)(=O)c3ccccc3N2)CC1,-3.0
CC(C)(CO)NC(=O)c1ccc(Cl)c(S(=O)(=O)N2CCCCC2)c1,-4.8
Cc1ccc(/C(O)=C2\C(=O)C(=O)N(CC(C)O)C2c2cccc(F)c2)cc1 (centres undefined),-7.5&0.7
N#Cc1c(C(F)(F)F)cc(-c2ccco2)nc1SCc1ccncc1,-21.2
COc1ccc(N=c2oc3ccc(Br)cc3cc2-c2nc3ccccc3[nH]2)cc1,13.7
COc1ccccc1-c1nc(-c2cccc(C)c2)no1,8.0
OCCN(CC(O)Cn1ccc2ccccc21)CC(O)Cn1ccc2ccccc21 (centres undefined),-5.5
Nc1c(C(=O)Nc2ccc([N+](=O)[O-])cc2)sc2nc3c(c(-c4ccc(Cl)cc4)c12)CCC3,-3.9
CC1(C)CC(=O)C2=C(C1)c1c(ccc3ccccc13)NC2c1ccc(Br)o1 (centres undefined),-0.2
O=C(Cn1nc(C(F)(F)F)c2c1CCC2)N1CCN(c2ccccc2)CC1,-1.4
Cc1cc(NS(=O)(=O)c2ccc(NC(=O)c3ccccc3C)cc2)no1,-4.5
CCc1ccc(N2C(C(C)=O)=NN(c3ccccc3)C2c2c[nH]c3ccccc23)cc1 (centres undefined),-6.7
COc1ccc(-c2nc(CS(=O)CC(=O)NCCCN3CCCC3)c(C)o2)cc1OC (centres undefined),4.6
CC(C)CCNCC(O)Cn1c2ccc(Cl)cc2c2cc(Cl)ccc21 (centres undefined),-4.9
CCn1cc(C(=O)NCCCOC)c(=O)c2cc(S(=O)(=O)N(C)C3CCCCC3)ccc21,3.6
Clc1ccc(Nc2nc(-c3cccs3)cs2)nc1,11.1

Molecules from the list above that contain a CF3 group, in the order listed:
mol,14-3-3 PPI
O=C(CCC(=O)N1CCCC1)Nc1nnc(C(F)(F)F)s1,-4.4
COCCN(Cc1cc2cccc(C)c2n2nnnc12)C(=O)C(F)(F)F,-5.0
N#Cc1c(C(F)(F)F)cc(-c2ccco2)nc1SCc1ccncc1,-21.2
O=C(Cn1nc(C(F)(F)F)c2c1CCC2)N1CCN(c2ccccc2)CC1,-1.4

Only part of the results is shown; rates above refer to the full screens.
